# Source: PubChem (several laboratories)
# PERK inh: blocks human PERK kinase; inhibition, % at 5.6 µM; CHO PERK-DD fusion, SEAP luminescence translation reporter; Q9NZJ5; 220,000 tested, 0.17% active; AID 1416;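 active means inhibition above the mean inhibition of all tested compounds plus 3 SD, set separately per screening campaign, cut at about 2.9% in these data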;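 further: PERK kinase domain activated by AP20187 dimerizer at 100 nM; 0% = DMSO with dimerizer and 100% = rapamycin at 8.4 µM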
# p97 ATPase inh: inhibitors of human p97 ATPase | 220,000 tested, 0.42% active | recombinant p97 ATPase, Kinase-Glo ATP luminescence, 3 h | inhibition, % at 8 µM | P55072 | AID 1481; in the data active means inhibition above about 15%;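 further: 0% = DMSO vehicle and 100% = wells lacking enzyme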
# FXIIa inh: inhibitors of human coagulation factor XIIa; purified FXIIa, Boc-QGR-AMC fluorogenic substrate, 2 h; inhibition, % at 5 µM; P00748; 220,000 tested, 0.3% active; in the data active means inhibition above about 40%;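 further: 0% = enzyme with no compound and 100% = blank without enzyme; many of its hits are not listed in these tables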
# thrombin 1536: blocks human thrombin protease activity. P00734. alpha-thrombin, Boc-VPR-AMC fluorogenic substrate cleavage. inhibition, % at 5 µM. 220,000 tested, 0.26% active;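 active means inhibition at or above 40%; inactive means inhibition below 40%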;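 further: 0% = enzyme with no compound and 100% = wells without enzyme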
#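 Test system: human alpha-thrombin protein / Dosing: one concentration per compound, 5 µM, with 0.2% DMSO / Medium: pH 7.5 Tris-saline with Tween 20 / Benchmarks: no-compound enzyme wells and no-enzyme blanks / Read-out basis: percent inhibition of thrombin substrate cleavage / Timing: reaction at room temperature / Measured by: fluorescence, ex 355 nm, em 460 nm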
# hK5 inh: inhibitors of human kallikrein 5. Q9Y337. inhibition, % at 5 µM. recombinant hK5, fluorogenic AMC substrate cleavage. AID 873. 210,000 tested, 0.59% active;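 active means inhibition of 40% or more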;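 further: 0% = enzyme controls without compound and 100% = no-enzyme blanks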
# Target sequence (Q9Y337 67-293 limits assumed): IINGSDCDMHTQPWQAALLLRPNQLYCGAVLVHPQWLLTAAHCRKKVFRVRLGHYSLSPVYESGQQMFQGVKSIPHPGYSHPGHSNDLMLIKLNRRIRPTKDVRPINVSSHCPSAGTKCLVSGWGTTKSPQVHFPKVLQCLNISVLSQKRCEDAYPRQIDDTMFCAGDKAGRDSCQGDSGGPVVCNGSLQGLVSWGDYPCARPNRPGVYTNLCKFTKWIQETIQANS
# Wee1 degr inh: blocks degradation of human Wee1 kinase; P30291; HeLa Luc-Wee1K328M stability, luciferase luminescence; 100% = proteasome inhibitor MG132 effect; reporter increase, % at 5 µM; 220,000 tested, 1.2% active; AID 1321;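 active means activation above the mean of all tested compounds plus 3 SD, set per screening run, cut at about 8.8% in these data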;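 further: cells exposed to compound for 20 h before luminescence read; 0% = DMSO alone and 100% = MG132 at 30 µM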
# Target sequence (P30291 whole entry K328M): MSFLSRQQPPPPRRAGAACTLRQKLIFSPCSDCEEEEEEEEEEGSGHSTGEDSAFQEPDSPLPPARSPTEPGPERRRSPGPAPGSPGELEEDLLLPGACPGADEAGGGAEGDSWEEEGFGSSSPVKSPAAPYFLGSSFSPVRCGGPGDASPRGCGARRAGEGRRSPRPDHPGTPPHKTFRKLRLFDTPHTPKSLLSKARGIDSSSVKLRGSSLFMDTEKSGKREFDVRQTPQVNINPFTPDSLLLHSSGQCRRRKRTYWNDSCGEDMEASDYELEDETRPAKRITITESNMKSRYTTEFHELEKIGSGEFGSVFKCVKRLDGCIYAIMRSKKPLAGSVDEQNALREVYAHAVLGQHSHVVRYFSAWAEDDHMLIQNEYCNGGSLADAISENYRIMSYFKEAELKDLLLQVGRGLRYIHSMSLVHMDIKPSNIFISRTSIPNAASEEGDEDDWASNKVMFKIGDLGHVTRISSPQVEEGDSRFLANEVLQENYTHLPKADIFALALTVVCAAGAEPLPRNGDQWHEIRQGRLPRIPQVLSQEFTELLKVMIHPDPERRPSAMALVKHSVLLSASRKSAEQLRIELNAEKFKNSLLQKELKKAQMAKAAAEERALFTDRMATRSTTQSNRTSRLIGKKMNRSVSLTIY
# Furin inh: inhibitors of human furin | P09958 | purified furin, fluorogenic substrate cleavage | 220,000 tested, 0.061% active | inhibition, % at 30 µM; in the data active means inhibition above about 25%; further: inactives centre near -15
# Cl transport mod: modulators of human KCC2 chloride dependent transport; Q9H2X9; KCC2 cells, thallium flux FluoZin-2 fluorescence; B-score of Tl+ flux slope (higher = more flux/activation; lower = inhibition) at 10 µM; 190,000 tested, 2.2% active; AID 1456;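 active means thallium flux slope and its plate-corrected score both differing from the plate sample mean at a set confidence after two filtering rounds, in either direction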;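 further: slope of fluorescence scaled to starting intensity during 10 to 20 s after thallium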
# FXIa inh: factor XIa (human) inhibition | P03951 | 220,000 tested, 0.14% active | inhibition, % at 5 µM | purified FXIa, Boc-Glu-Ala-Arg-AMC fluorogenic substrate;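 active means inhibition of at least 40%; inactive means inhibition below 40%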;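 further: fluorescence of freed AMC excited at 355 nm; 0% = enzyme without compound and 100% = no enzyme blank; many of its hits are not listed in these tables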
# * hit, by the source's call; / = no result given; [ ] = remark or other dose.
SMILES,PERK inh,p97 ATPase inh,FXIIa inh,thrombin 1536,hK5 inh,Wee1 degr inh,Furin inh,Cl transport mod,FXIa inh
COc1ccccc1CNC(=O)COC(=O)c1cc(C)oc1C,1.3,-1,8,-2,/,2,-24,1.1,1
CCN(CC)c1ccc(N2C(=O)/C(=C\c3cccnc3)SC2=S)cc1,1.8,5,13,1,5,3,-10[20 µM],0.16,-1
CCC(C(=O)Nc1ncccn1)(C(F)(F)F)C(F)(F)F,-0.3,-3,-6,-1,-14,-1,-19[20 µM],/,-15
CNCc1ccccc1OCc1ccc(F)cc1,0.3,1,11,-3,-2,4,-20,0.61,2
Cc1cccc(NC(=O)c2cc3n(n2)C(C(F)(F)F)CC(C2CC2)N3)c1C (centres undefined),0.6,-1,9,0,0,-3,-24[20 µM],0.21,5
FC(F)(F)c1ccccc1NC(=S)NC1CCN(Cc2ccccc2)CC1,-1.0,-1,-2,2,-7,0,-12,-0.6,-5
COc1ccc(N2CCN(C(=O)CSc3nnc4c(C)cc5ccc(C)c(C)c5n34)CC2)cc1,0.9,-1,16,-1,-1,-2,-13[20 µM],/,-3
CCn1c(COc2ccc(C)cc2)nnc1SCC(=O)C(C)(C)C,0.1,-3,7,-4,3,0,-7,/,1
CCOc1nc(NCc2ccco2)nc(Nc2ccc(OC)cc2)n1,-1.1,0,14,0,-24,1,-9,-0.69,-6
C=CCOc1ccc(/C=N/NC(C)=O)cc1OCC,-1.0,2,8,-6,6,2,-8,1.8,2
c1ccc(CCNc2ncnc3nc[nH]c23)cc1,0.6,-2,-2,-1,-33,-1,-4[20 µM],0.54,-10
O=C(c1ccc(Cl)cc1)N1CCN(c2cc(=O)[nH]nc2-c2ccccc2)CC1,-0.2,-4,5,-3,-7,-1,-17[20 µM],/,-3
COc1cc(/C=N/NC(=S)NCc2ccccc2)ccc1OCC#N,0.5,4,7,-2,-11,2,-16,0.32,4
CCOC(=O)c1c(C)c(C(=O)Nc2ccc(F)cc2)c(C)n1C,0.2,-3,7,7,-2,8,-23,-0.15,3
C/C=C/CSc1nc2c(c(=O)[nH]c(=O)n2C)n1CCC,0.4,1,21,-4,-2,2,-13,0.05,4
Cc1cc(NC(=O)c2c(-c3c(F)cccc3Cl)noc2C)no1,-0.8,-13,21,18,20,2,-3,-0.46,33
CCc1ccc(CCC(=O)Nc2ccc(C)c(C)c2)o1,0.8,2,-2,-10,0,2,-9,-0.89,-11
CCCCCCOC(=O)c1ccc(OC(=O)c2cccnc2)cc1,0.1,1,18,4,-14,6,-13[20 µM],/,4
Cc1ccc(-c2csc(NC(=O)c3ccno3)n2)cc1,1.1,9,20,-2,2,1,-12[20 µM],-0.48,7
COc1ccc2nc(NCc3ccccc3)[nH]c2c1,-0.4,6,6,-3,-23,2,-17,/,0
CC1(C)COC(Cn2c3ccccc3c3ccccc32)O1 (centres undefined),0.2,-6,11,-1,9,-1,-20,0.35,6
Cc1cccc(Nc2ccc([N+](=O)[O-])cc2C(=O)O)c1,0.4,4,5,-7,-6,-3,-7,-3.1,-3
CC(C)(C)c1cc(C(=O)O)nn1-c1ccccc1,-1.1,2,10,0,-16,0,-18[20 µM],0.0022,0
c1ccc(-c2nnc(CN3CCN(c4ccccc4)CC3)o2)cc1,1.5,2,7,-1,-2,-1,-25,0.25,2
CCOC(=O)c1c(NC(=O)CCN2CCOCC2)sc(C)c1-c1ccccc1,-0.1,-7,8,-3,/,-1,-14,/,2

# Later entries
SMILES,PERK inh,p97 ATPase inh,FXIIa inh,thrombin 1536,hK5 inh,Wee1 degr inh,Furin inh,Cl transport mod,FXIa inh
COc1ccccc1NC(=O)Cn1nnc(-c2ccccc2NS(=O)(=O)c2ccccc2)n1,-1.3,-3,3,-6,-27,7,-3,-1.1,0
Cc1cc(C)cc(NC(=O)CN2C(=O)NC(C)(c3ccccc3)C2=O)c1 (centres undefined),0.2,-4,10,-4,-9,1,-17[20 µM],-0.93,-6
CCOC(=O)C1=C(C)N=C2SC(C(=O)OC)=CC(=O)N2C1c1cccc(OC)c1 (centres undefined),1.8,4,1,0,-3,2,-24[20 µM],/,-4
O=c1c2cc(NC(=S)N3CCCCC3)ccc2nc2n1CCCCC2,0.1,7,5,-4,-2,3,-22,0.048,-2
CC(/C=N/NC(=O)CSc1nnc(SCc2ccccc2)s1)=C\c1ccco1,1.0,2,12,-5,-12,6,-9,-0.82,4
O=C(NCc1ccc2c(c1)OCO2)c1cc(-c2ccccn2)nc2ccccc12,-0.7,5,3,/,-4,-5,-7,-0.57,3
O=C(CN(c1ccccc1)S(=O)(=O)c1ccccc1)N1CCN(Cc2ccc3c(c2)OCO3)CC1,-2.0,-9,0,0,-26,-1,-7[20 µM],0.37,3
CC(C)[C@H](NS(=O)(=O)c1ccccc1)C(=O)OCC(=O)N1N=C(c2ccc(Cl)cc2)CC1c1ccco1 (some centres undefined),0.0,1,1,-12,-7,-4,12,0.96,-4
S=C(NCc1cccnc1)NCc1cccnc1,1.2,7,-8,-6,-7,-2,-24,-0.03,-1
CCc1ccc(OCC(=O)NC(=S)Nc2ccc(F)cc2)c(Br)c1,-1.1,-1,22,6,-13,-2,-10[20 µM],-0.016,6
Cc1ccc(Nc2cnn(C34CC5CC(CC(CC(=O)O)(C5)C3)C4)c(=O)c2Cl)cc1,0.2,7,-7,-9,-7,-4,-9[20 µM],/,-13
Cc1cc(C(=O)COC(=O)c2ccc[nH]c2=O)c(C)n1C,0.9,5,3,1,-2,3,-11,-0.45,6
S=c1[nH]cnc2scc(-c3ccc(Cl)cc3)c12,1.0,7,2,0,-9,4,-3,181*,-1
COc1ccc(S(=O)(=O)N2CCOC2CNC(=O)C(=O)NCc2cccnc2)cc1OC (centres undefined),0.7,5,4,0,3,0,-25,0.74,2
CC1(C)Cc2ccccc2-c2nnc(-c3ccccc3)n21,0.5,5,9,0,12,1,-25,-1.3,2
O=C(C1CC1)N1CCc2cc(Br)cc(S(=O)(=O)N3CCOCC3)c21,0.1,-5,-3,-2,-3,7,-7[20 µM],-0.021,-4
Cc1nn(-c2ccccc2)c2ncc(C(=O)c3cc(Cl)ccc3O)cc12,1.8,4,5,-1,-12,-2,-27,0.059,2
COc1ccc(CCNC(=O)CCc2ccc(S(=O)(=O)NC(C)C)cc2)cc1OC,0.6,1,13,0,-11,1,-17,0.32,4
O=C(CCCN1C(=O)/C(=C/c2cccs2)SC1=S)Nc1ccc(C(=O)O)cc1,0.3,4,6,-2,1,0,-19,-1.1,-1
CCN(CC)c1ccc(NC(=O)Cn2c(C(C)NC(=O)c3ccccc3)nc3ccccc32)cc1 (centres undefined),0.1,0,-4,-14,-11,0,-15,0.32,-15
COc1cccc(NC(=O)CSc2nnc(-c3cccs3)n2C)c1,-0.7,3,8,-4,-16,-3,-9[20 µM],-0.013,-7
O=C(NCc1ccc(-c2nc3ccccc3s2)cc1)c1ccc(Br)o1,-0.6,7,2,-9,-2,3,-4,-0.2,-1
Cc1cccc(NC(=O)c2cc([N+](=O)[O-])ccc2N2CCN(C)CC2)c1,0.9,-2,-3,5,-20,1,-11,0.17,-5
Cc1ccc(N2CCN(C(=O)N3CCCC3)CC2)cc1C,-0.1,1,24,6,-2,2,-19[20 µM],0.23,17
COC(=O)COc1cccc2c(=O)n(CC(=O)NCCc3ccccc3)ccc12,0.2,6,11,2,-8,1,-10,0.55,7

# 3 structures from above, sorted by SMILES length, low to high:
SMILES,PERK inh,p97 ATPase inh,FXIIa inh,thrombin 1536,hK5 inh,Wee1 degr inh,Furin inh,Cl transport mod,FXIa inh
Cc1ccc(N2CCN(C(=O)N3CCCC3)CC2)cc1C,-0.1,1,24,6,-2,2,-19[20 µM],0.23,17
COc1ccc(S(=O)(=O)N2CCOC2CNC(=O)C(=O)NCc2cccnc2)cc1OC (centres undefined),0.7,5,4,0,3,0,-25,0.74,2
CCOC(=O)C1=C(C)N=C2SC(C(=O)OC)=CC(=O)N2C1c1cccc(OC)c1 (centres undefined),1.8,4,1,0,-3,2,-24[20 µM],/,-4

# Look-ups from the results shown:
# Result for COc1ccc(CCNC(=O)CCc2ccc(S(=O)(=O)NC(C)C)cc2)cc1OC in p97 ATPase inh: 1
# Result for Cc1nn(-c2ccccc2)c2ncc(C(=O)c3cc(Cl)ccc3O)cc12 in Cl transport mod: 0.059
# Result for S=C(NCc1cccnc1)NCc1cccnc1 in FXIa inh: -1

# Further results
SMILES,PERK inh,p97 ATPase inh,FXIIa inh,thrombin 1536,hK5 inh,Wee1 degr inh,Furin inh,Cl transport mod,FXIa inh
CCCCN(C)c1c(N2CCC(C(=O)OCC)CC2)c(=O)c1=O,1.2,3,10,2,3,3,-23,-0.89,4
COCCCNC(=O)c1ccc2c(=O)n(CC3CCCO3)c(=S)[nH]c2c1 (centres undefined),1.1,0,-11,-2,-11,2,-13,0.28,-15
Cc1c(NC(=O)CN2C(=O)c3ccccc3S2(=O)=O)c(=O)n(-c2ccccc2)n1C,1.5,3,16,1,3,-3,-18[20 µM],3.4*,11
CC1(C)Cc2c(sc3nc4n(-c5ccccc5)cnn4c(=O)c23)CO1,0.9,8,7,0,-7,-2,-16,-1.5,-7
O=C(O)CN=C1CC(c2ccccc2)CC(=O)/C1=C(/O)CCCN1C(=O)c2ccccc2C1=O (centres undefined),1.9,2,12,0,/,1,-23,-1.3,1
COc1ccccc1NC(=S)NNC(=O)c1c(Cl)c(C)nn1C,0.1,2,-2,-3,-44,-1,-17[20 µM],0.06,-9
CC(=O)c1cc2c(cc1NC(=O)c1cnc(C)cn1)OCO2,0.2,3,1,-3,-5,0,-10,0.74,-5
COc1ccc(C(C(=O)NC2CCCC2)N(Cc2ccc(F)cc2)C(=O)c2ccn[nH]2)cc1OC (centres undefined),0.9,0,10,-4,3,-2,-11[20 µM],0.014,2
CC(NC(=S)Nc1ccccc1Cl)C(c1cccs1)N1CCCC1 (centres undefined),-0.8,-5,10,10,11,-2,-2,1.4,9
Cc1ccc2c(c1)C1(SCCS1)C(=O)N2,-0.1,3,11,-1,-2,0,-25,0.096,-4
CCOC(=O)N1CCN(C(=O)CCCCCn2c(=S)[nH]c3cc4c(cc3c2=O)OCO4)CC1,0.7,-1,6,-5,1,-2,-16,0.36,-2
O=C(NCCCCc1ccccc1)C1CC(c2cc(C(F)(F)F)cc(C(F)(F)F)c2)=NO1 (centres undefined),/,/,3,-16,-3,/,-21,0.45,-3
CN1C(=O)C2(Nc3ccccc3-c3nc4ccccc4n32)c2ccccc21 (centres undefined),-0.8,-1,12,0,-13,0,-14,-0.81,6
CCOC(=O)c1cccc(NC(=O)c2cccnc2)c1,0.4,2,4,-3,-12,-3,-22,0.68,-15
CCCNC(=O)[C@H](C)NC(=O)c1ccc(Br)cc1,0.3,3,6,-6,0,2,-16,1.2,-3
CCCCOC(=O)C1[C@H]2C(=O)N(c3ccccc3CC)C[C@]23C=C[C@H]1O3 (some centres undefined),-0.3,4,10,3,-10,-1,-18,0.48,4
N#Cc1nc(Cc2ccccc2)oc1NCc1ccccc1,0.9,1,29,3,-3,3,-18[20 µM],/,20
Cc1ccc(S(=O)(=O)N(C)C)cc1NC(=O)COC(=O)CCC(=O)c1ccc(F)cc1,1.0,-2,10,-12,-7,-2,-12,-1.4,-2
CCOc1ccc(CSC(=N)N)cc1Cl,-1.0,3,7,-1,1,1,-23,-0.63,0
COc1ccc(S(=O)(=O)N2CCC(C(=O)N3CCN(c4ccccc4OC)CC3)CC2)cc1,-0.8,0,-1,-9,-17,1,-5[20 µM],-0.048,-12
CC(=O)Oc1ccc2c(c1)OC(c1ccccc1)CC21CC(C)(C)NC(=O)N1 (centres undefined),-0.6,-7,6,-4,-6,4,3,-0.21,-4
Cn1cccc1C(=O)NC(=O)COC(=O)c1ccccc1O,1.1,-3,19,2,-12,1,-10,-0.9,5
